# Screens as filed in PubChem.
# RAD52 inh = inhibitors of human RAD52 DNA annealing | P43351 | inhibition, % at 18.7 µM | recombinant RAD52 DNA annealing, FRET fluorescence | hit rate 0.46% among 360,000 | AID 651710;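 active = every replicate showing at least 50% inhibition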
# Target sequence (P43351 whole entry, looked up): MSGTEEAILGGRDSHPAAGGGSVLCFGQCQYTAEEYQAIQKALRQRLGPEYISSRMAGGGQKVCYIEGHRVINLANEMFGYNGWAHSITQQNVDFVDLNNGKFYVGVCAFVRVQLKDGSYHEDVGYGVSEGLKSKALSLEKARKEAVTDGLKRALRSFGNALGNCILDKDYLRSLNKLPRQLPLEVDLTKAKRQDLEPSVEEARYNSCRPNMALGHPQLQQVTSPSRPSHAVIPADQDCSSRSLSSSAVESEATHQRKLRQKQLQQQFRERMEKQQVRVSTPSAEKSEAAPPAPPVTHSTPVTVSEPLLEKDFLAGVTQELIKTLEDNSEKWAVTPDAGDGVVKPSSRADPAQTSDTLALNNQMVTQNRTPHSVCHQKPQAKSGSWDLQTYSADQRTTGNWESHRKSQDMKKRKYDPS
# ERAP1 inh = inhibitors of human ERAP1 aminopeptidase; Q9NZ08; recombinant ERAP1, Leu-AMC fluorescence, 60 min; inhibition, % at 10.7 µM; hit rate 0.15% among 340,000; AID 652197;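 active = mean replicate inhibition of at least 30%, or all replicates individually reaching that 30% level; inactive = mean below 30% and not every replicate reaching it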;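 also: 0% = neutral control wells and 100% = L-leucinethiol positive control wells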
# Starred values were filed as active, the others as inactive.
SMILES,RAD52 inh,ERAP1 inh
COc1cc2c(cc1NC(=O)C(C)Sc1cccc[n+]1[O-])oc1ccccc12 (stereo not drawn),-1,7
O=C(Nc1cc(Cl)ccc1Cl)N1CCCC1,-6,-1
Cc1ccc(C2=NN(S(C)(=O)=O)C(c3ccc4c(c3)OCO4)C2)cc1 (stereo not drawn),-18,-3
COc1ccc(NC(=O)c2ccccc2SC)cc1,-11,0
Cc1sc2ncnc(N3CCC(C(=O)Nc4ccc(C#N)cc4)CC3)c2c1C,-34,0
CCNc1nc(NCC)nc(N/N=C/c2ccc(O)c(O)c2)n1,-11,-4
COCCn1c(-c2ccc(Cl)cc2)cnc1SCC(=O)NCCc1ccc(OC)c(OC)c1,-5,2
CCOc1ccc(C(=O)N2CCN(c3cnn(-c4ccccc4)c(=O)c3Cl)CC2)cc1,0,-4
Cc1cccc(N2CCN(C(=O)C3CCN(S(=O)(=O)N4CCOCC4)CC3)CC2C)c1 (stereo not drawn),-10,-2
CCOC(=O)C1=C(C)OC(N)=C(C#N)C1c1ccc(C)s1 (stereo not drawn),-17,0
Cc1ccc(C2(C)NC(=O)N(CC(=O)NCc3cccs3)C2=O)cc1 (stereo not drawn),-1,-1
O=C(O)c1ccccc1C(=O)Nc1ccc(Oc2cccc3ccccc23)cc1,-21,-3
O=C(NCC1CCCO1)C1CCN(C2CCN(CCCC3CCCC3)CC2)CC1 (stereo not drawn),-21,0
CC(C)(C)c1ccc(OCCOCCn2cnc3ccccc3c2=O)cc1,-7,2
O=C(NNc1cccc(Cl)n1)Nc1ccccc1F,-9,4

# Ordered by heavy-atom count (largest number first): part of the list above
SMILES,RAD52 inh,ERAP1 inh
CCOc1ccc(C(=O)N2CCN(c3cnn(-c4ccccc4)c(=O)c3Cl)CC2)cc1,0,-4
COc1cc2c(cc1NC(=O)C(C)Sc1cccc[n+]1[O-])oc1ccccc12 (stereo not drawn),-1,7
O=C(Nc1cc(Cl)ccc1Cl)N1CCCC1,-6,-1

# New compounds follow.
SMILES,RAD52 inh,ERAP1 inh
CCOC(=O)C1=C(C)NC(=S)NC1c1ccc(-c2ccc(Cl)cc2)o1 (stereo not drawn),-53,0
O=C(O)c1cccc(N/N=C/C2=C(Cl)c3cc(Cl)ccc3SC2)c1,-17,1
COc1ccc(OCC(=O)NCCC2=CCCCC2)c([N+](=O)[O-])c1,8,-4
CC1(C)CC(=O)C/C(=N/Nc2nc3ccccc3s2)C1,-23,-3
C=CCn1c(O)c(N=NC(=S)Nc2ccccc2F)c2ccccc21,-3,-1
O=C(NCc1ccccc1)c1cccc(S(=O)(=O)NCc2ccccc2)c1,-16,-2
COc1ccc(/C=C/C(=O)N2CCN(C)CC2)cc1S(=O)(=O)N1CCCCC1,-5,-1
CNCc1nc2ccccc2[nH]1,-7,-2
Cc1ccc(-n2c(SCC(=O)N3CCOCC3)nnc2-c2cccnc2)cc1,2,-2
CCC(OC(=O)C1=Cc2ccccc2OC1)C(=O)NCc1ccco1 (stereo not drawn),1,1
CCOc1ccc(N(CC(=O)NCCc2ccc(OC)cc2)S(C)(=O)=O)cc1,2,0
O=C(CN1C(=O)CCC1=O)Nc1cccc(NC(=O)CN2C(=O)CCC2=O)c1,-12,-1
NS(=O)(=O)c1ccc(NC(=S)Nc2ccc(S(=O)(=O)N3CCCC3)cc2)cc1,-51,-5
COc1cccc(CC2(CO)CCCN(Cc3ccc(CN4CCCCC4)s3)C2)c1 (stereo not drawn),-23,-1
COc1ccc(CC(=O)NCc2csc(-c3cccs3)n2)cc1OC,-10,-5
COc1ccc(/C=C/c2nnc(NC(=O)C(C)(C)C)s2)cc1,-5,6
CCN(C(=O)COC(=O)/C=C/c1ccccc1Cl)c1c(N)n(Cc2ccccc2)c(=O)[nH]c1=O,-8,4
C=CC(C)N1C(=O)S/C(=C\c2ccc(N3CCOCC3)cc2C)C1=O (stereo not drawn),-221,8
CC(=O)OCC(=O)Nc1ccc([N+](=O)[O-])cc1Cl,-6,5
Cc1ccc(NS(=O)(=O)c2ccc(C3CCCCC3)cc2)cc1,-5,-4
Cc1ccc2c(c1)C1C3CCC(C3)C1S(=O)N2 (stereo not drawn),-8,2
O=[N+]([O-])c1ccc(SCCc2ccccn2)cc1,5,0
CC(NC(=O)c1ccc(C23CC4CC(CC(C4)C2)C3)cc1)C(=O)O (stereo not drawn),-10,5
CC1CCCN(C(C(=O)NC2CCCCC2)c2cc3c(cc2[N+](=O)[O-])OCO3)C1 (stereo not drawn),-8,3
Cn1c(=O)[nH]c(=O)c2c1nc(N1CCCC1)n2CCCSc1nnnn1-c1ccccc1,-6,11
CCn1nc(NC(=O)COC)c2cc3cc(C)ccc3nc21,-7,11
Cc1c(C(=O)Oc2cc(N)n(S(C)(=O)=O)n2)cccc1[N+](=O)[O-],-21,-7
O/N=C\c1ccccc1Oc1ccc(F)cc1,-10,-3
CCOc1ccc(C(=O)N/N=C/c2c(C)[nH]c(=O)[nH]c2=O)cc1,-22,-4
CC(=O)N1CCN(C(=O)OC2CC3CC2[C@H]2CCCCN2C3=O)CC1 (stereo partly drawn),13,-3
Cc1ccc(C2NC(c3ccc(C)cc3)C([N+](=O)[O-])C(C)(C)C2[N+](=O)[O-])cc1 (stereo not drawn),-5,-1
COCCNC(=O)CN(C(=O)Cn1nnc2ccccc21)c1ccc(C)cc1,-11,4
CC1CCC(NC(=O)COC(=O)CSc2ccc(C(N)=O)cc2[N+](=O)[O-])CC1 (stereo not drawn),-4,7
CCOC(=O)CSc1nc(N)c(C#N)cc1C#N,-59,0
O=C(C[n+]1cc(-c2ccc(Cl)cc2)n2c1CCC2)Nc1nc(-c2ccccc2)cs1,9,-2
CCOC(=O)N1CCC(NC(=O)C2CCCN(Cc3nc(-c4cccc(C)c4)oc3C)C2)CC1 (stereo not drawn),-5,-7
CCCCN(C(=O)c1cc(S(=O)(=O)N2CCCCCC2)ccc1OC)c1c(N)n(CCC)c(=O)[nH]c1=O,5,1
Cc1occc1-c1nnc(SCC(=O)NC(C)(C)C)n1CC(C)C,-12,-8
Cc1ccc2oc(C(Cl)(Cl)Cl)cc(=O)c2c1,1,-2
CC(=O)Nc1nnc(CCS(=O)(=O)c2ccc(Cl)cc2)s1,0,1
CCN(CC)S(=O)(=O)c1ccc(C(=O)Nc2nnc(COC)o2)cc1,-5,-2
CC(=O)C1C(c2ccc(F)cc2)C2C(C)=NN=C2CC1(C)O (stereo not drawn),0,10
CCc1cc2c(=O)[nH]c(COC)nc2s1,6,3
CC1(C)CC(=O)C2=C(C1)OC(N)=C(C#N)C2c1cn(-c2ccccc2)nc1-c1ccc(F)cc1 (stereo not drawn),-28,-2
Fc1ccc(-c2csc(/C=C/c3ccc4c(c3)OCO4)n2)cc1,-15,6

# As entered above.
# Result of CCOc1ccc(C(=O)N/N=C/c2c(C)[nH]c(=O)[nH]c2=O)cc1 under ERAP1 inh: -4
# Result of O=[N+]([O-])c1ccc(SCCc2ccccn2)cc1 under ERAP1 inh: 0
# Result of CCNc1nc(NCC)nc(N/N=C/c2ccc(O)c(O)c2)n1 under ERAP1 inh: -4
# Result of O=C(NCc1ccccc1)c1cccc(S(=O)(=O)NCc2ccccc2)c1 under ERAP1 inh: -2
# Result of Cc1occc1-c1nnc(SCC(=O)NC(C)(C)C)n1CC(C)C under ERAP1 inh: -8
# Result of Cc1ccc2oc(C(Cl)(Cl)Cl)cc(=O)c2c1 under RAD52 inh: 1
# Result of CC(=O)Nc1nnc(CCS(=O)(=O)c2ccc(Cl)cc2)s1 under RAD52 inh: 0

# In another format: entries from further up.
# Below each SMILES – RAD52 inh, ERAP1 inh
> Cc1occc1-c1nnc(SCC(=O)NC(C)(C)C)n1CC(C)C
→ -12, -8
> Cc1ccc2oc(C(Cl)(Cl)Cl)cc(=O)c2c1
→ 1, -2

# The list goes on:
SMILES,RAD52 inh,ERAP1 inh
CCc1noc(C)c1C(=O)N1CCCC(C(=O)c2ccc(OC)c(F)c2)C1 (stereo not drawn),-21,0
Cc1cc(Cl)c(S(=O)(=O)N2CCCC2)cc1OCC(N)=O,-11,-1
COc1cc(/C=C(\NC(C)=O)C(=O)NC(C)(C)CC(C)(C)C)ccc1OC(C)=O,-22,-2
O=c1[nH]c(C2C3CC4CC(C3)CC2C4)nc2ccccc12 (stereo not drawn),-2,-1
Cc1ccc2cn[nH]c2c1N,-15,-3
COc1ccccc1/C=N\Nc1cn[nH]c(=O)c1Cl,-2,2
CC1CCCN(C(=O)Cc2cn(Cc3cccc(Cl)c3)c3ccccc23)C1 (stereo not drawn),-16,-2
CCCC(=O)C1=C(O)C(C(=O)OC)C(C)(C)CC1=Nc1ccc(C)cc1 (stereo not drawn),-3,0
O=C(NC(=S)N1CCN(c2ccc([N+](=O)[O-])cc2)CC1)c1ccccc1Cl,-18,1
CCn1ccc(C(=O)Nc2ccccc2Cl)n1,-7,-1
O=C(COc1ncnc2sccc12)NC1CCCc2ccccc21 (stereo not drawn),-9,3
COc1cccc(/C=N/N2CCOCC2)c1O,-11,0
O=C(c1ccc([N+](=O)[O-])cc1)N1CCN(c2cccc3[nH]ccc23)CC1,-10,-4
CC(=O)Nc1ccc(S(=O)(=O)Nc2nccc(/C=C/c3ccccc3F)n2)cc1,-16,3
N#CC1=C(N)Oc2c(O)cc3ccccc3c2C1c1ccsc1 (stereo not drawn),-28,-1
CCS(=O)(=O)NCC(c1cccnc1)N1CCN(c2ccc(OC)cc2)CC1 (stereo not drawn),-12,1
Cc1ccc(CN2CCNC(=O)C2CC(=O)NCCCn2ncc3ccccc32)o1 (stereo not drawn),-15,3
NC(=O)c1cnn(C2CCS(=O)(=O)C2)c1 (stereo not drawn),-11,-6
Cn1nccc1C(=O)Nc1ccc2c(c1)OCCO2,-8,-1
CCN1CCN(CCCOc2ccccc2-c2ccccc2)CC1,3,-6
O=C(CNC(=O)c1cccc(F)c1)N/N=C/C=C/c1ccccc1,-14,0
CCc1ccc(O)c(N=Cc2cccc(C)c2O)c1,-14,4
O=C(CCC(=O)OCC(=O)c1cccc([N+](=O)[O-])c1)NC1CCCCC1,-4,-1
OCCC1CN(C/C(Cl)=C/c2ccccc2)CCN1C1CCCC1 (stereo not drawn),7,-2
O=C1COc2ccc(C(=O)COC(=O)CNC(=O)c3ccccc3)cc2N1,-11,6
COc1ccc(S(=O)(=O)Nc2cccnc2)c(Cl)c1Cl,2,4
CCCCNC(=O)N1CCN(Cc2ccc(F)cc2)CC1,-15,7
COc1ccc(C)cc1NC(=O)CSc1nnc(CC(=O)Nc2ccccc2F)n1C,-13,6
COc1ccc(NC(=S)Nc2cc(C(F)(F)F)ccc2F)cc1,2,-1
O=C(Nc1cccc([N+](=O)[O-])c1)C(=O)N1CCCCC1,-1,1
COc1ccc(C(C(=O)NC2CCCCC2)N(C(=O)CCl)c2ccc(C)cc2)cc1 (stereo not drawn),-9,-3
CCOCc1cc(CN2CCCC(CNC(=O)c3ccco3)C2)ccc1OC (stereo not drawn),-7,1
CC(C)N1CCC(NC(=O)Nc2ccc3c(c2)OCO3)CC1,-20,0
CCOC(=O)C(=O)C1=C(N2CCOCC2)/C(=C\c2ccc(F)cc2)CC1,-26,-4
O=C(COc1ccccc1)NC(=S)N1CCc2ccccc21,-16,7
Cc1ccc(CNC(=O)Cc2csc(Nc3nc(=S)[nH]c4ccccc34)n2)cc1,-10,1
CC1CCN(C(=O)C2CCN(S(=O)(=O)c3cccc4nsnc34)CC2)CC1,-2,-3
Cc1nc2c(C(=O)NCc3cccs3)cnn2c(C)c1Cc1ccc(F)cc1,-6,0
CCOc1ccccc1OCC(=O)N/N=C(\C)Cc1ccc(OC)cc1,-3,-1
CC1(C)C2CCC1(C)C(NC(=O)/C=C/c1ccccc1)C2 (stereo not drawn),-12,0
Cn1nc(C(=O)NCCc2ccc3c(c2)OCCO3)c2ccccc2c1=O,-8,2
O=C(O)CN(Cc1ccccc1)S(=O)(=O)c1ccc2c(c1)OCCO2,-21,-5
C/[N+]([O-])=C/c1c(OCc2ccc(Cl)cc2Cl)ccc2ccccc12,-6,-1
CCCc1cc(=S)n2c([nH]c3ccccc32)c1C#N,-9,-4
COc1ccc(S(=O)(=O)N2CCCCC2)cc1NC(=O)c1cc([N+](=O)[O-])ccc1N1CCOCC1,3,-5
Cc1ccc2[nH]cc(CCCN3C(=O)c4ccccc4C3=O)c2c1,-10,0
O=C(CN1C(=O)/C(=C/c2ccccc2)SC1=S)Nc1cccnc1,-69,1
CC(=O)C1=C(C)NC(=O)CC1c1ccc(Br)cc1 (stereo not drawn),-11,-1
O=C(CCl)N(Cc1ccccc1)c1ccccc1,-4,7
CC(=O)N1CCN(c2ncnc3sc(-c4ccccc4)cc23)CC1,-9,3
COc1ccc(NC(=O)c2c(NC(=O)CNCC(C)C)sc3c2CCC3)c(OC)c1,-12,-1
Cc1cc(C)n(C2CC(=O)N(c3cccc(Cl)c3)C2=O)n1 (stereo not drawn),-7,7
Cc1ccc2c(COC(=O)CNC(=O)c3ccccc3)cc(=O)oc2c1,-9,3
CC(=O)N/N=C/c1cc(C(C)C)cc(/C=N/NC(C)=O)c1O,-18,4
CCOc1ccc(OCCC(=O)OCC(=O)Nc2ccc3c(c2)OCCO3)cc1,3,0
COC(=O)Cc1c(C)[nH]n(-c2cc(Cl)cc(Cl)c2)c1=O,-22,13
CCc1cccc(C)c1NC(=S)N(CCN(C)C)Cc1cccs1,-11,-2
CCOc1cccc2cc(C(=O)NCCC3=CCCCC3)c(=O)oc12,-1,3
COCCN(C(=S)Nc1cc(C)ccc1C)C(C)c1cccnc1 (stereo not drawn),-16,-1
O=C(NCC(=O)N1CCN(c2ccccc2O)CC1)C1CCCCC1,-8,0
CCN(CC)CCSc1nnc2c3cc(F)ccc3n(Cc3ccccc3)c2n1,27,-1
CCOC(=O)c1sc2nc3c(cc2c1N)C(=O)CC(C)(C)C3,-4,-3

# Reprinted at random: 5 entries already listed, in no set order.
SMILES,RAD52 inh,ERAP1 inh
COC(=O)Cc1c(C)[nH]n(-c2cc(Cl)cc(Cl)c2)c1=O,-22,13
CCc1cccc(C)c1NC(=S)N(CCN(C)C)Cc1cccs1,-11,-2
CCOC(=O)c1sc2nc3c(cc2c1N)C(=O)CC(C)(C)C3,-4,-3
COc1ccc(NC(=O)c2c(NC(=O)CNCC(C)C)sc3c2CCC3)c(OC)c1,-12,-1
O=C(NCC(=O)N1CCN(c2ccccc2O)CC1)C1CCCCC1,-8,0

# A portion of the library (hit frequency here may not be typical).
